CCT chaperon mod: changes cytosolic chaperonin activity. purified chaperonin ATPase assay, HTRF ADP detection, 30 min. activity change, % (no concentration beside the values), hits read low. 360,000 tested, 0.3% active; in the data active = activity change below about -30%; also: % is scaled to controls: 0 for no effect and ±100 for the full control effect
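First, chaperonin was dispensed at 40 nM or 20 nM final depending on batch activity. Next, compounds were pinned at 76 uM and ATP added at 10 uM. After 30 min at 37 °C, ADP detection reagents ran 30 min at ambient temperature.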
MmCpn inh: blocks the Methanococcus maripaludis chaperonin Mm-Cpn; Potency, µM (highest dose often 76.9 µM), without a hit: at the highest dose activity, negative = inhibition, usual class: inhibitors; purified Mm-Cpn ATPase, ADP Transcreener TR-FRET; 330,000 tested, 0.031% active; AID 504842; also: potency is read from the fitted curve at half-maximal effect; % is scaled to controls: 0 for no effect and ±100 for the full control effect; nearly all actives have a fitted effect of over 80% in size
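Quantitative HTS used 25 nM Mm-CPN and 10 uM ATP in magnesium/KCl Tris buffer, pH 7.4, with 1 mM DTT. Hydrolysis ran 30 min at 37°C; ADP was read by HTRF.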
Nrf2 ARE act: Nrf2 pathway activation. AREc32 ARE-luciferase reporter (MCF7-derived line), luminescence, 24 h. Potency, µM (series often up to 46.1 µM), for inactives: at the highest dose activation, hits mostly activators. 410,000 tested, 0.31% active; also: potency is read from the fitted curve at half-maximal effect; % of control where 0% means no effect; nearly all actives have a fitted effect of over 65% in size
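Nrf2 activation is followed as ARE-luciferase induction in the AREc32 line after one day of compound treatment; luminescence is read with Steady-Glo.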
TGFb SMAD3 inh: TGF-b pathway inhibition. AID 588855. HepG2 CAGA-GFP TGF-b/SMAD3 reporter, GFP fluorescence, 18 h; TGF-beta stimulated, 500 pg/mL final. Potency, µM (titrated, usually from 46.1 µM), without a hit: at the highest dose activity, negative = inhibition, actives largely listed as inhibitors. 410,000 tested, 1.2% active; also: potency is read from the fitted curve at half-maximal effect; % is scaled to controls: 0 for no effect and ±100 for the full control effect; nearly all actives have a fitted effect of over 65% in size
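First, reporter cells (HEPG2 CAGA-GFP) rested 2 h at 37 degrees C. Next, compounds were pinned in and TGF-beta added to 500 pg/mL final. After 18 h, GFP was imaged per cell and summed per well.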
S2 tox: viability counter-screen for ATXN expression inhibitors; S2 cells (HEK-293 line with an ATXN2-luciferase reporter) viability, CellTiter-Fluor protease fluorescence, 24 h; Potency, µM (series often up to 56.7 µM), hits mostly cytotoxic; 400,000 tested, 0.49% active; also: potency is read from the fitted curve at half-maximal effect; nearly all actives have a fitted effect of over 40% in size
Nrf2 block: blocks Nrf2 signaling; A549 ARE-Fluc reporter, luciferase luminescence, 18-24 h; Potency, µM (titrated, usually from 46 µM), without a hit: top-dose activity change, negative = inhibition, hits mostly inhibitors; 360,000 tested, 2.1% active; also: potency is read from the fitted curve at half-maximal effect; % is scaled to controls: 0 for no effect and ±100 for the full control effect; nearly all actives have a fitted effect of over 60% in size
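Cells were seeded and rested 2 h, then exposed to compounds for 18-24 h. CellTiter-Fluor was read first as a viability measure. BugLite was added 15 min before the final luminescent read of ARE-luciferase activity in A549 cells.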
pAkt inh: blocks phosphorylation of Akt | Neuro2A IGF-stimulated pAkt S473 HTRF, 20 min; hits give low values | activity change, % for hits at 50 µM | 360,000 tested, 0.32% active; in the data active = activity change below about -80%; inconclusive = mostly about -51% to -80%; also: % is scaled to controls: 0 for no effect and ±100 for the full control effect
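Single-point screen (50 µM final compound) in Neuro2A cells stimulated 20 min with 6 nM IGF at 37 deg C. After lysis, Ser473-phosphorylated Akt read by HTRF (ex 330 nm, em 615/665 nm) as the 665/615 ratio.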
A549 viability: A549 cytotoxicity, counter-screen for Nrf2 inhibitors; Potency, µM (doses to about 46 µM), inactives show at the top dose activity change, negative = cytotoxicity, hits mostly inhibitors; AID 504648; 390,000 tested, 0.16% active; A549 ARE-Fluc cells, CellTiter-Fluor viability, 18-24 h; also: potency is read from the fitted curve at half-maximal effect; % is scaled to controls: 0 for no effect and ±100 for the full control effect
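A549 ARE-Fluc cells in 5% FBS OPTI-MEM, 5000 cells/well, rested 2 h then exposed to compounds in concentration-response for 18-24 h at 37 °C. Viability by CellTiter-Fluor fluorescence (Ex 405/Em 525) after 30 min; luciferase luminescence (BugLite, 15 min, RT) read afterwards.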
HepG2 viability: HepG2 cytotoxicity, counter-screen for TGF-b inhibitors; HepG2 CAGA-GFP viability, ATP luminescence, 18 h; Potency, µM (doses to about 46.1 µM), for the others: at the highest dose activity change, negative = cytotoxicity, actives largely listed as cytotoxic; 410,000 tested, 0.76% active; also: potency is read from the fitted curve at half-maximal effect; some results filed as inactive show a strong effect at the top dose
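CellTiter-Glo luminescence gave cytotoxicity after 18 hours at 37 degrees C. The cells were HepG2 CAGA-GFP in 1% FBS DMEM, stimulated with 500 pg/mL TGF-beta after compound addition. %Activity was normalised to no-cell wells (complete cell-killing) and DMSO (no toxicity), and curves were fitted and classified.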
* = called active by the depositor; i = inactive; ? = inconclusive; · = not tested or not shown. Unless noted, calls follow the shape of the dose curve; as a rule, active = well fitted curve in the direction sought with a large enough effect; inconclusive = small, poorly fitted or top-dose-only effect, or another doubt; inactive = no such curve, though single readings can be large; an effect the other way counts as inactive or inconclusive.

SMILES	CCT chaperon mod	MmCpn inh	Nrf2 ARE act	TGFb SMAD3 inh	S2 tox	Nrf2 block	pAkt inh	A549 viability	HepG2 viability
Cc1cc(S(=O)(=O)NCc2ccccn2)c(Cl)cc1Cl	0.7	-1%	-0.9%	13%	i	0%	i	-5%	0%
COc1ccc(C(=O)Cn2c(=O)c(CCC(=O)O)nn3c4ccccc4nc23)cc1OC	1.7	-3%	1.0%	-3%	i	14%	i	4%	0%
CCCCn1c(N)c(N(CCOC)C(=O)CC2CCCCC2)c(=O)[nH]c1=O	2.2	·	-0.4%	6%	i	15%	i	2%	-2%
COc1cccc(NC(=O)CN(C)C(=O)c2cn(-c3ccccc3)nc2-c2cccs2)c1	-1.1	?	3.0%	-15%	i	?	i	?	2%
CC1CCCCN1C(=O)Cn1cc(C#N)c2ccccc21 (centres undefined)	-4.8	-1%	0.1%	-1%	?	1%	i	2%	-5%
Cc1oc(-c2ccccc2F)nc1CS(=O)(=O)CC(=O)NCCN1CCCC1	-5.6	-1%	0.1%	3%	i	1%	i	1%	-10%
CCCCCn1c(=O)[nH]c2cc(C(=O)NCCN3CCCCC3C)ccc2c1=O (centres undefined)	-1.6	-6%	2.3%	0%	i	12%	i	1%	-39%
c1ccc(-n2cc(CN3CCCC(CN4CCCC4)C3)c(-c3ccc4c(c3)OCO4)n2)cc1 (centres undefined)	0.3	0%	-0.2%	-24%	?	6%	i	1%	-41%
CCC(C)(C(=O)NC1CCCCC1)N(CC1CCCO1)C(=O)CNC(=O)c1ccccc1 (centres undefined)	0.4	1%	0.1%	-13%	?	6%	i	-6%	2%
CCC(C)Nc1ncnc2c1cnn2-c1ccc(F)cc1 (centres undefined)	·	·	3.4%	-6%	i	·	·	-2%	7%
O=C(Nc1cnn(Cc2ccc(Cl)cc2Cl)c1)c1noc2c1CCCC2	-1.0	-3%	3.8%	16µM*	?	?	i	1%	-2%
CCOCCOC(=O)Cn1cnc2scc(-c3ccc(C)cc3)c2c1=O	-1.1	-4%	4.6%	-11%	?	14%	i	-2%	-20%
Cc1ccccc1NC(=O)CCCCC(=O)Nc1ccccc1C	-3.1	4%	0.4%	4%	i	3%	i	6%	0%
COc1cccc(NC(=S)NCCC(c2ccccc2)c2ccccc2)c1	1.5	-3%	1.2%	?	i	·	i	9%	-8%
CSc1ccccc1C(=O)Nc1cccc(N(C)S(C)(=O)=O)c1	-2.4	-1%	-0.6%	8%	i	-2%	i	4%	-15%
Cn1c(-c2ccc(F)cc2)cnc1NCc1cc2c(cc1[N+](=O)[O-])OCO2	-2.0	-9%	-0.8%	1%	?	-17%	i	-1%	9%
O=C(/C=C/c1ccco1)NC(=S)Nc1ccc(N2CCOCC2)c(Cl)c1	-3.0	1%	2.9%	7%	i	·	i	-2%	0%
CCOC(=O)c1c(C)nc2ccccc2c1-c1ccccc1	-3.0	1%	0.2%	-14%	i	1%	i	1%	-63%
COc1ccc(Br)cc1CNCc1c(C(=O)O)c(C)n(Cc2ccccc2C)c1C	·	·	0.6%	-17%	i	-10%	·	0%	-17%
COc1ccc(-n2nnnc2/C(=C/N(C)C)C(=O)c2ccccc2)cc1	-0.8	1%	-0.3%	11%	?	1%	i	2%	8%
CCOc1ccc(Br)cc1CC(=O)O	-3.2	·	0.3%	8%	i	·	i	-1%	0%
COc1ccc(CC(=O)Nc2cc(C)on2)cc1OC	-2.7	-12%	0.2%	2%	i	-3%	i	-5%	6%
O=C(COC(=O)c1cccc(OC(F)F)c1)Nc1ncccn1	-3.1	0%	1.5%	-5%	i	0%	i	-1%	-23%
CCNc1nc(N)nc(-c2cc(Cl)ccc2O)n1	-0.7	-2%	-1.6%	?	i	16%	i	-11%	6%
O=C(CCCCCN1C(=O)c2ccccc2C1=O)Nc1cccc(O)c1	-0.2	0%	0.2%	-2%	i	-4%	i	-8%	8%
COc1cc(/C=C/C(=O)c2ccc(Cl)s2)cc(OC)c1O	-1.7	-1%	?	?	?	?	i	-14%	-85%
CN1CCCC1=Nc1c2c(nc3ccccc13)N(C)CC2	-1.1	1%	-0.6%	0%	i	12%	i	-3%	-6%
Cc1cc(OCC(=O)Nc2ccncc2)ccc1[N+](=O)[O-]	-3.6	-1%	0.6%	-1%	i	?	i	-11%	-30%
O=C1Nc2ccccc2N=C(c2ccc3c(c2)OCO3)C1N(C(=O)c1ccnc2ccccc12)c1ccccc1 (centres undefined)	0.4	·	6.9%	16µM*	?	·	i	·	-13%
COc1ccccc1CN1CCN(C(CC(C)C)c2nnnn2Cc2cccs2)CC1 (centres undefined)	1.9	1%	0.2%	0%	?	5%	i	-6%	-24%
CCn1c(SCC(=O)NC2CCCCC2)nnc1-c1ccccn1	-1.8	-1%	-0.3%	9%	i	-24%	i	5%	-13%
CCc1c(C)c(C#N)c2nc3ccccc3n2c1NCCN(C)C	-3.1	-16%	-0.4%	3%	i	23%	i	0%	-8%
CCOc1ccc(NC(=O)C2CCCN(c3nnc(C)c4c(C)n(-c5ccccc5)nc34)C2)cc1 (centres undefined)	·	·	1.5%	3%	i	-22%	·	8%	1%
Nc1cccnc1Oc1ccccc1F	-2.0	-2%	-0.1%	16%	i	1%	i	5%	-74%
CCCCC1CCC(C(=O)Nc2ccccc2N2CCOCC2)CC1 (centres undefined)	-0.1	1%	0.2%	?	i	?	i	5%	-27%
O=C(COc1ccc(NC(=O)c2ccccc2)cc1)c1ccccc1	0.7	1%	2.0%	-8%	i	-26%	i	-3%	-25%
CCN1CCn2c1nc(N1CCCCC1)nc2=O	1.6	1%	0.4%	-2%	i	8%	·	0%	7%
O=C(COc1ccc2cc(Br)ccc2c1)N1CCOCC1	-2.1	-5%	2.9%	-9%	i	?	i	-7%	0%
CCN1CCN(C(=O)c2ccc(S(=O)(=O)Nc3ccccc3)cc2)CC1	0.8	0%	0.3%	5%	i	?	i	2%	-3%
Cc1ccc(NC(=O)CN2CCN(C(=O)C3CCCO3)CC2)c(C)c1 (centres undefined)	-0.4	-1%	-0.7%	10%	i	?	i	-1%	-8%
COc1ccc(NC2CCCN(C(=O)CSc3ccccc3)C2)cc1OC (centres undefined)	-2.0	0%	2.2%	-12%	i	-10%	i	-4%	-20%
COCCn1c(CNC(=O)c2ccc(C)cc2)nc2cccnc21	·	·	1.2%	-6%	·	·	·	-3%	-13%
CCCN(CCC)S(=O)(=O)c1cccc(-c2csc(C)n2)c1	-1.7	2%	3.0%	-25%	i	-11%	i	5%	-29%
CCOC(=O)c1nnn(CC(=O)Nc2cccc(F)c2)c1C(=O)OCC	0.9	2%	-1.5%	?	i	12%	i	12%	-25%
Cc1ccc(C)c(N2CCN(C(=O)C3CCN(Cc4nc(-c5cccc(Cl)c5)oc4C)CC3)CC2)c1	·	·	1.1%	-16%	i	6%	·	4%	-20%
N#C/C(=C(/O)COC(=O)CSc1ccc(Cl)cc1)c1nc2ccccc2[nH]1	-1.5	-4%	?	17%	14µM*	-25%	i	0%	-14%
CC1=Nc2cc(C(=O)O)ccc2Sc2c(C)ccc(C)c21	-1.3	-2%	4.8%	-4%	i	-9%	i	1%	-15%
CC1(C(=O)NS(=O)(=O)c2ccccc2Cl)CCN1C(=O)Cc1cc(F)ccc1F (centres undefined)	0.0	·	0.3%	21%	i	·	i	·	17%
O=C1NC(=O)N(Cc2ccccc2)CC1Br (centres undefined)	-3.9	·	-0.9%	11%	i	22%	i	1%	3%
CNC(=S)N/N=C/c1c2ccccc2c(Cl)c2ccccc12	0.4	0%	0.2%	10%	·	-5%	i	-1%	3%
O=C(CCSc1ccccc1)Nc1nnc(-c2cccs2)o1	1.4	2%	0.2%	-5%	i	6%	i	1%	-19%
N#CCSc1nc2c(sc(=S)n2Cc2ccco2)c(=O)n1-c1ccc(F)cc1	-0.6	-23%	19%	-34%	i	?	i	-7%	7%
COCc1cc(C)nc(SCc2ccc(Cl)cc2)c1C#N	1.1	-2%	0.2%	6%	i	?	i	18%	-25%

Bioassay records (PubChem BioAssay)

This is a random part of the collection; about 4.4% have a hit in one of these screens.
